High-throughput results: PubChem, National Center for Advancing Translational Sciences (NCATS)
MCF10A rereplic – DNA re-replication induction in MCF 10a cells | MCF 10A DNA re-replication, Hoechst nuclear intensity, 48 h | Potency, µM (top dose mostly 46.1 µM), for the others: at the highest dose activity, positive = re-replication, most hits filed as activators | 350,000 compounds, 2.9% hits; further: potency means the concentration at half of the fitted maximal effect; % of control where 0% means no effect; nearly all actives have a fitted effect of over 50% in size
HT1080NT lethal – kills 2HG-producing HT-1080-NT fibrosarcoma cells | HT-1080-NT fibrosarcoma viability, CellTiter-Glo ATP luminescence, 48 h | 360,000 compounds, 1.6% hits | AID 686970 | Potency, µM (top dose mostly 46.1 µM), for inactives: at the highest dose activity, negative = less viability, hits mostly cytotoxic;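 further: NT is the 2HG producing partner of a matched IDH1 knockdown line; potency means the concentration at half of the fitted maximal effect; 0% = DMSO-treated cells and -100% = media-only wells without cells; nearly all actives have a fitted effect of over 55% in size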
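HT-1080-NT fibrosarcoma cells (2HG-overproducing), 750 cells/well in RPMI with 5% FBS, dosed after 2 h and incubated 48 h at 37C. CellTiter-Glo luminescence normalized to DMSO and no-cell wells; concentration-response curves fitted and classed.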
GLP1R cytotox – cytotoxic in the GLP-1 receptor inverse agonist counter-screen; HEK293 cAMP-luciferase reporter cells, luminescence, 24 h; Potency, µM (doses to about 38.3 µM), for the others: top-dose activity change, negative = inhibition, usual class: inhibitors; 410,000 compounds, 0.13% hits;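 further: loss of luciferase light is scored as toxicity; potency means the concentration at half of the fitted maximal effect; on the % scale 0 is the no-effect control and ±100 the full control effect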
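Step one: seed cells (200 cells/uL, DMEM with 10% Nu serum, 1% pen-strep). Step two: 12-hour incubation at 37 deg C. Step three: pin 23 nL compound, incubate 24 hr. Step four: add luciferase reagent, read luminescence 12 min later.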
SW480 rerep – induces DNA re-replication in SW480 colon adenocarcinoma cells. 340,000 compounds, 1.8% hits. Potency, µM (highest dose often 46.1 µM), for inactives: at the highest dose re-replication activation, hits mostly activators. AID 624297. SW480 DNA re-replication, Hoechst DNA content imaging, 48 h; further: potency means the concentration at half of the fitted maximal effect; % of control where 0% means no effect; nearly all actives have a fitted effect of over 55% in size
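Image-based read-out: total Hoechst fluorescence of nuclei (405 nm excitation, 500-530 nm emission), with hits raising the fraction of high-intensity nuclei. SW480 colon cells incubated 48 hr with compounds at 37 C.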
KB-V1 MDR tox – KB-V1 MDR subline cytotoxicity | KB-V1 MDR cells viability, CellTiter-Glo, 72 h | Potency, µM (top dose mostly 46.1 µM), for inactives: at the top dose activity change, negative = cytotoxicity, usual class: cytotoxic | 400,000 compounds, 3.4% hits | AID 1347076; further: potency means the concentration at half of the fitted maximal effect; on the % scale 0 is the no-effect control and ±100 the full control effect; nearly all actives have a fitted effect of over 60% in size
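Potencies derive from concentration-effect curves fitted to normalized luminescence (CellTiter-Glo) of KB-V1 cells treated for 72 h at 37 degrees C in phenol-red-free DMEM containing 10% FBS.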
KB-3-1 cytotox – KB-3-1 parental cell cytotoxicity; KB-3-1 viability, CellTiter-Glo ATP luminescence, 72 h; Potency, µM (highest dose often 46.1 µM), for the others: top-dose activity change, negative = cytotoxic, most hits filed as cytotoxic; 400,000 compounds, 1.4% hits; further: potency means the concentration at half of the fitted maximal effect; on the % scale 0 is the no-effect control and ±100 the full control effect; nearly all actives have a fitted effect of over 60% in size
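Cytotoxicity measured as CellTiter-Glo luminescence after 72 h at 37 C. Compound titrations were pinned onto drug-naive KB-3-1 parental adenocarcinoma cells grown in DMEM with 10% FBS, and normalized data fitted to concentration-response curves.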
D3 ag – activates the human D3 dopamine receptor | max activation, % | 410,000 compounds, 0.58% hits | D3R DiscoveRx beta-arrestin cells, luminescence, 90 min; in the data active means max activation above about 30%; further: 0% is about no effect; mostly tested at two doses, the higher about 12 µM
Target sequence (P35462 whole entry, looked up): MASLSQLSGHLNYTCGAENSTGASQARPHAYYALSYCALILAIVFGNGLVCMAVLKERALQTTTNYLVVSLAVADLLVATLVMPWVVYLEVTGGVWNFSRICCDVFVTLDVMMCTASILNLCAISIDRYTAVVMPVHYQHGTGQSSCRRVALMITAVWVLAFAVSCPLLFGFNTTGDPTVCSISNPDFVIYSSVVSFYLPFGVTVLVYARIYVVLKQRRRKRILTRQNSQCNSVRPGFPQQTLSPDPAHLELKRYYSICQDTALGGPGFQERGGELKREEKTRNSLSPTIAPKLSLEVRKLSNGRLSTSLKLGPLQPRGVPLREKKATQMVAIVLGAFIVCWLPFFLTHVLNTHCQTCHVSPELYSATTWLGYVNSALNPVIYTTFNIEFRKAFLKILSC
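Cells at 1500/well, incubated overnight, then treated with pinned compounds (dopamine as control) for 90 min at 37 degrees C. DiscoveRx reagent added for 30 - 60 minutes at room temperature; luminescence read.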
HT1080 IDH1KD tx – kills HT-1080 cells with IDH1 knockdown; AID 686971; 360,000 compounds, 2% hits; HT-1080 IDH1 knockdown viability, ATP luminescence, 48 h; Potency, µM (top dose mostly 46.1 µM), for the others: at the top dose activity, negative = toxicity, hits mostly cytotoxic;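 further: potency means the concentration at half of the fitted maximal effect; 0% = DMSO wells and -100% = cell-free medium wells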
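Cytotoxicity counter-line: IDH1KD HT-1080, 48 h, CellTiter-Glo. Curves classed by r2, magnitude and activity.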
IL1B secr inh – blocks inflammasome-driven IL-1 beta release. 360,000 compounds, 4.7% hits. AID 743279. THP-1 LPS/ATP IL-1B secretion, AlphaLISA, 16 h; hits give low values. activity change, % at 57.5 µM; in the data active means activity change below about -50%; inconclusive means mostly about -30% to -49%; further: on the % scale 0 is the no-effect control and ±100 the full control effect
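THP-1 cells pretreated 1 hr with compounds (up to 57.5 uM final), then stimulated with LPS (250 ng/mL final) plus ATP (1.25 mM final); secreted IL-1B measured by AlphaLISA after 16 hr, decreased signal indicating inhibition.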
Numbers without * were called inactive; ? = inconclusive; · = not tested or not shown; [ ] = another dose, or the depositor's remark. Unless noted, the call rests on the fitted dose curve; in most records, active means well fitted curve in the direction sought with a large enough effect; inconclusive means small, poorly fitted or top-dose-only effect, or another doubt; inactive means no such curve, though single readings can be large; an effect the other way counts as inactive or inconclusive.

#1 O=C(Nc1ccc(N2CCOCC2)cc1)c1ccc([N+](=O)[O-])o1
#2 CC(=O)c1ccc(NC(=S)N(CCCN(C)C)Cc2ccccc2)cc1
#3 COc1ccc(C(=O)OCc2nc(N)nc(Nc3ccccc3C)n2)cc1OC
#4 CCCS(=O)(=O)c1nc(S(=O)(=O)c2ccc(C)cc2)c(N2CCOCC2)s1
#5 CC1CC(C)CN(CCCNC(=O)c2ccc(CS(=O)(=O)Cc3cccc(Cl)c3)o2)C1 (stereo not drawn)
#6 O=C(CN1CCN(Cc2ccccc2)CC1)Nc1nnc(C(F)(F)F)s1
#7 CCOc1ccc(S(=O)(=O)N(CC)CC(=O)N2CCOCC2)cc1C
#8 CCn1c(SCC(=O)OC)nc2cc(S(=O)(=O)N3CCOCC3)ccc21

| assay / compound | 1 | 2 | 3 | 4 | 5 | 6 | 7 | 8 |
| --- | --- | --- | --- | --- | --- | --- | --- | --- |
| MCF10A rereplic | 4.6µM* | 2% | 26% | -5% | 2% | ? | -20% | -6% |
| HT1080NT lethal | 7.3µM* | -25% | 8% | 1% | -14% | 1% | 5% | -2% |
| GLP1R cytotox | -11% | -7% | -4% | -4% | -7% | 1% | 6% | 5% |
| SW480 rerep | 1.3µM* | -5% | -3% | ? | ? | -5% | -10% | ? |
| KB-V1 MDR tox | ? | 10% | -12% | · | -11% | -7% | -6% | 23% |
| KB-3-1 cytotox | -3% | 10% | -2% | · | -1% | -9% | 4% | 1% |
| D3 ag | -13 | -6 | 0 | -4 | -14 | -2 | 11 | 2 |
| HT1080 IDH1KD tx | 5.2µM* | -12% | 9% | 10% | 0% | -1% | -21% | 2% |
| IL1B secr inh | -96* | -27 | 17 | -74* | -19 | 0 | -2 | -4 |

#9 O=C(Nc1nc(-c2ccc3c(c2)OCO3)cs1)C1CC1
#10 C/C(Cc1ccccc1)=N\NC(=O)CNC(=O)c1ccccc1O
#11 COc1ccc2c(c1)OC[C@H]1[C@H]2N2C(=O)CN(Cc3ccc(F)cc3)C(=O)[C@@]2(C)[C@H]1c1ccccc1
#12 CN(C(=O)COC(=O)/C=C/c1cn(-c2ccccc2)nc1-c1ccc2c(c1)OCCO2)C1CCS(=O)(=O)C1 (stereo not drawn)
#13 Cc1cnc(C(=O)OC(C)C(=O)Nc2ccc(Cl)cn2)cn1 (stereo not drawn)
#14 O=C(OCC(=O)c1c[nH]c2ccccc12)c1cncc(Br)c1
#15 Cc1c(-c2ccn[nH]2)cc(NC(=O)c2ccc(Cl)cc2)c(=O)n1N
#16 CCn1c(=O)c2sccc2n2c(CCC(=O)N3CCN(c4ccccc4OC)CC3)nnc12

| assay / compound | 9 | 10 | 11 | 12 | 13 | 14 | 15 | 16 |
| --- | --- | --- | --- | --- | --- | --- | --- | --- |
| MCF10A rereplic | 2% | 1% | ? | 2% | -16% | ? | 0% | · |
| HT1080NT lethal | 15% | 17% | -9% | -3% | 15% | 1% | 7% | · |
| GLP1R cytotox | 2% | ? | -10% | -9% | -7% | -9% | 13% | -4% |
| SW480 rerep | -4% | -1% | -2% | -6% | -12% | -22% | 1% | · |
| KB-V1 MDR tox | 44% | -5% | ? | -15% | 12% | -16% | ? | -13% |
| KB-3-1 cytotox | 17% | 17% | ? | 11% | 1% | -6% | -3% | 16% |
| D3 ag | -3 | 6 | -17 | 4 | -3 | 0 | -4 | 2 |
| HT1080 IDH1KD tx | 10% | 14% | -8% | -2% | 15% | 2% | 0% | · |
| IL1B secr inh | -1 | -8 | -23 | ? | -5 | 15 | -1 | · |

#17 COc1cc2[nH]c(C(=O)N3CCC(Cc4ccccc4)CC3)cc2c(OC)c1OC
#18 CCOc1ccc(C(=O)Nc2cccc(C(C)=O)c2)cc1[N+](=O)[O-]
#19 CCCC(=O)OC1CCS(=O)(=O)c2sccc21 (stereo not drawn)
#20 CCOC(=O)C1CCN(S(=O)(=O)c2ccc(-c3nc4ccccc4s3)s2)CC1
#21 CN(C)C1(CN=Cc2cc(Cl)cc([N+](=O)[O-])c2O)CCCCC1
#22 Cn1c(=O)c(Cc2ccccc2)c(O)c2ccccc21
#23 COCCCNC(=O)c1c(N)n(/N=C/c2ccccn2)c2nc3ccccc3nc12
#24 CCOc1ccc(CNCCCSc2nnnn2C)cc1OC

| assay / compound | 17 | 18 | 19 | 20 | 21 | 22 | 23 | 24 |
| --- | --- | --- | --- | --- | --- | --- | --- | --- |
| MCF10A rereplic | 18% | -16% | -9% | 15% | ? | 1% | ? | · |
| HT1080NT lethal | -1% | -8% | 0% | 0% | -5% | 0%[9.24 µM] | 1% | · |
| GLP1R cytotox | 3% | 7% | -6% | -7% | -24% | 19% | -20% | 2% |
| SW480 rerep | -3% | -1% | -10% | -4% | 4% | -7% | ? | · |
| KB-V1 MDR tox | -16% | 0% | 29% | ? | -10% | 10% | 5.2µM* | -1% |
| KB-3-1 cytotox | -19% | ? | 5% | 3% | -11% | -5% | 9% | -1% |
| D3 ag | -2 | -4 | 1 | 2 | -7 | -5 | 12 | -18 |
| HT1080 IDH1KD tx | -21% | 18% | -2% | -7%[9.24 µM] | -4% | -13% | 15% | · |
| IL1B secr inh | -15 | -10 | 45 | 3 | -7 | -9 | ? | · |

#25 CC(C)N(Cc1ccccc1)C(=O)COC(=O)C1CCN(c2ccc(C(F)(F)F)cn2)CC1
#26 O=C(COC(=O)c1ccc(CO)cc1)NCc1cccs1
#27 Nc1ccc2nc(N)sc2c1
#28 COc1cccc(CN(C(=O)c2cc3ccccc3oc2=O)C2CCS(=O)(=O)C2)c1 (stereo not drawn)
#29 Cc1ccc(-n2nnnc2/C=C\Nc2cc(C)on2)cc1
#30 Nc1ccc(Br)c[n+]1Cc1cccc2cccnc12
#31 Cn1nnnc1SCC(=O)Nc1ccc(S(=O)(=O)N2CCOCC2)cc1
#32 CCN1CCc2nc3sc(C(=O)Nc4ccccc4OC(F)(F)F)c(N)c3cc2C1

| assay / compound | 25 | 26 | 27 | 28 | 29 | 30 | 31 | 32 |
| --- | --- | --- | --- | --- | --- | --- | --- | --- |
| MCF10A rereplic | 2% | 0% | 1% | 0% | 11% | 0% | 2% | · |
| HT1080NT lethal | -5% | 13% | -30% | 12% | ? | -10% | 3% | · |
| GLP1R cytotox | 3% | -4% | ? | -12% | -15% | -20% | -9% | 49%[activator] |
| SW480 rerep | 2% | 2% | 0% | -1% | 2% | 0% | 2% | · |
| KB-V1 MDR tox | ? | -12% | 11% | 0% | 16% | -29% | -1% | 3% |
| KB-3-1 cytotox | 0% | 6% | -10% | 12% | -3% | ? | 3% | 0% |
| D3 ag | -17 | -10 | 23 | -8 | 1 | -1 | 1 | -8 |
| HT1080 IDH1KD tx | -17% | 11% | -1% | 13% | ? | -20% | 0% | · |
| IL1B secr inh | 6 | 0 | 7 | 2 | 7 | ? | -9 | · |

#33 CCCS(=O)(=O)c1nc(S(=O)(=O)c2ccc(C)cc2)c(NCCCN2CCOCC2)s1
#34 Cc1ccc(-c2cc(-c3nnc(SCC(=O)N(C)CCC#N)n3N)c3ccccc3n2)cc1
#35 CCN(CC(=O)NC(C)C)C(=O)[C@@H](NC(=O)c1ccco1)C(C)C
#36 Cc1nc(-c2ccccc2)nc2[nH]c(=O)n(-c3ccccc3)c(=O)c12
#37 Nc1nn2c(-c3ccccc3)cc(=O)[nH]c2c1N=Nc1ccc(O)cc1
#38 COc1cccc(CN2CCC(Oc3ccc(C(=O)NCc4ccccn4)cc3)CC2)c1O
#39 COCCn1nnnc1CN(CCCN1CCOCC1)Cc1cc2c(C)ccc(C)c2[nH]c1=O
#40 CC(C)(O)C(=O)NN(Cc1ccccc1)c1ccccc1

| assay / compound | 33 | 34 | 35 | 36 | 37 | 38 | 39 | 40 |
| --- | --- | --- | --- | --- | --- | --- | --- | --- |
| MCF10A rereplic | -2% | 7% | -2% | -4% | -4% | -5% | -2% | 1% |
| HT1080NT lethal | 0% | -19% | 2% | 4% | -3% | -13% | 6% | 3% |
| GLP1R cytotox | 2% | -8% | 0% | -23% | ? | 6% | -5% | 1% |
| SW480 rerep | -1% | -2% | -1% | -16% | -1% | -34% | 0% | -698%[inhibitor] |
| KB-V1 MDR tox | -10% | -7% | -26% | 21µM* | 6% | ? | 13% | -4% |
| KB-3-1 cytotox | 6% | 8% | -1% | ? | 16% | -24% | 1% | -4% |
| D3 ag | -13 | 1 | 5 | 21 | 0 | -1 | -16 | 2 |
| HT1080 IDH1KD tx | 7% | -10% | -4% | -10% | ? | -4% | 5% | 1% |
| IL1B secr inh | -11 | ? | -2 | 4 | 0 | -15 | -11 | 40 |

#41 COc1ccc2cc(C(=O)N3CCN(c4ccccc4OC)CC3)[nH]c2c1
#42 CS(=O)(=O)c1nc2c(cc1C#N)CCCC2
#43 Cn1c(=O)c2c(-c3ccccc3F)c3c(nc2n(C)c1=O)-c1ccccc1C3O (stereo not drawn)
#44 CCOc1ccc(-c2nc(S(=O)(=O)c3ccccc3)c(NC)o2)cc1
#45 CCOc1ccc(NC(=O)c2cc(=O)c3cc(CC)ccc3o2)cc1

| assay / compound | 41 | 42 | 43 | 44 | 45 |
| --- | --- | --- | --- | --- | --- |
| MCF10A rereplic | ? | ? | ? | -2% | · |
| HT1080NT lethal | -7% | -1% | -2% | -8% | · |
| GLP1R cytotox | 5% | 4% | 0% | 2% | -5% |
| SW480 rerep | 9% | 15% | -5% | 3% | · |
| KB-V1 MDR tox | 2% | ? | -4% | · | 5% |
| KB-3-1 cytotox | 6% | -6% | -10% | · | 0% |
| D3 ag | 5 | -1 | -14 | 7 | 6 |
| HT1080 IDH1KD tx | -2% | ? | -5% | 18% | · |
| IL1B secr inh | 20 | -13 | 19 | 5 | · |
